Assay outcomes from PubChem BioAssay.
3CLpro inhibitor – SARS-CoV 3CLpro protease inhibition; P0C6X7; recombinant SARS-CoV 3CLpro, quenched FRET peptide cleavage; inhibition, % at 6 µM; 290,000 compounds, 0.14% hits; in the data active = inhibition above about 12%
Vc quorum ag – inducers of Vibrio cholerae quorum light production without autoinducers; V. cholerae BH1578 lux reporter, luminescence, 6 h; activation, % at 18.7 µM; 350,000 compounds, 0.16% hits; in the data active = activation mostly above about 9.7%, no sharp cut-off; inconclusive = no clear call, values can overlap the other calls; inactive = mostly below about 3.7%; note: not every result past the cut was called active; inactives centre near 0; reference of the scale not given here
TcdB GH inh – blocks C. difficile toxin B glycohydrolase activity. TcdB glycohydrolase enzymatic assay, plate reader. P18177. inhibition, % at 9.99 µM. 350,000 compounds, 0.24% hits; in the data active = inhibition above about 10%
CCHF vOTU inh – CCHFV vOTU protease inhibition. AID 651958. inhibition, % at 11.5 µM. Pep-AMC fluorescence. 370,000 compounds, 0.55% hits; in the data active = inhibition above about 30%; note: 0% = vehicle wells with enzyme and 100% = no enzyme wells
Anthrax LF inh2 – inhibitors of Bacillus anthracis lethal factor protease | multiplex microsphere protease cleavage assay, LF | 360,000 compounds, 0.12% hits | P15917 | inhibition, % at 10 µM; note: plate controls were buffer without enzyme for full effect and enzyme alone for no effect
Target sequence (P15917 whole entry, looked up): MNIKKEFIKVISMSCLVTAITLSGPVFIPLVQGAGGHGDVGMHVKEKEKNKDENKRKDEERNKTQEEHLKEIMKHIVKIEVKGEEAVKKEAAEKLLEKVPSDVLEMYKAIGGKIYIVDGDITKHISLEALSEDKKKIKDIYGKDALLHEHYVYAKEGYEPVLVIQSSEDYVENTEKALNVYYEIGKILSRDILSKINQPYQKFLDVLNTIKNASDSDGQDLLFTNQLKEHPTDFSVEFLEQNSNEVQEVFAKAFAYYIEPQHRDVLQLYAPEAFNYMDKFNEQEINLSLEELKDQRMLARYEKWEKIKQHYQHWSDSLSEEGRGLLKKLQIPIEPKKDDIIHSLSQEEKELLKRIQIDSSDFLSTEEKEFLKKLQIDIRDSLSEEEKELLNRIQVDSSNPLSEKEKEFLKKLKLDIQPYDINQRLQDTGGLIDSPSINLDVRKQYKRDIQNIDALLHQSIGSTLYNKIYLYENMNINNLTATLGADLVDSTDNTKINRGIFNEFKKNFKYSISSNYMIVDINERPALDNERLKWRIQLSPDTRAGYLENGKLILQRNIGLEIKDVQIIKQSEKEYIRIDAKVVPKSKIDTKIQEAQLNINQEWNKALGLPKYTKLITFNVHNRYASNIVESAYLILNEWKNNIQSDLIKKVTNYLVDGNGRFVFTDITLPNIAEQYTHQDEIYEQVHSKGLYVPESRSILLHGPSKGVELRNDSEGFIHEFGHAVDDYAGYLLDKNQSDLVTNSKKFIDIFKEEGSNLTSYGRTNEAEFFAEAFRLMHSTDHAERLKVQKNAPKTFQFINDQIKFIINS
SSB-PriA inh – K. pneumoniae PriA-SSBct interaction inhibition; AlphaScreen SSBct-PriA binding, biotinylated peptide; inhibition, % at 33 µM; 430,000 compounds, 0.6% hits; in the data active = inhibition mostly above about 37%, no sharp cut-off; inactive = mostly below about 20%;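 note: plate controls were negative control peptide for no effect and reference peptide for full effect; strong numbers were not always called active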
Yp Topo-I inh – blocks Yersinia pestis topoisomerase I activity; Y. pestis Topo-I cleavage product accumulation, plate reader; activity, % at 10 µM; 360,000 compounds, 0.064% hits; AID 504884; in the data active = activity above about 50%, passing the limit was not always enough; inconclusive = no clear call, values can overlap the other calls; note: inactives centre near 2
PfHsp40 rescue – compounds rescuing yeast from Plasmodium falciparum HSP40 toxicity | 340,000 compounds, 0.68% hits | growth rescue, % at 12.5 µM | S. cerevisiae expressing PfHsp40, growth rescue, ATP luminescence; in the data active = growth rescue above about 28%, passing the limit was not always enough; inconclusive = no clear call, values can overlap the other calls;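 note: yeast W303a lacking pdr1 and pdr3 grown in galactose medium; growth measured after three days at 30 °C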
BoNT A protease – inhibitors of Botulinum neurotoxin A light chain protease. multiplex microsphere protease substrate cleavage, flow cytometry. inhibition, % at 10 µM. 360,000 compounds, 0.17% hits; note: plate controls were buffer without enzyme for full effect and enzyme alone for no effect
VHR inh abs – DUSP3 (human) phosphatase inhibition; 290,000 compounds, 0.52% hits; inhibition, % at 13.3 µM; recombinant VHR phosphatase, pNPP absorbance; P51452; AID 1654; in the data active = inhibition above about 50%; note: some compounds called inactive have numbers as strong as hits
Target sequence (P51452 whole entry, looked up): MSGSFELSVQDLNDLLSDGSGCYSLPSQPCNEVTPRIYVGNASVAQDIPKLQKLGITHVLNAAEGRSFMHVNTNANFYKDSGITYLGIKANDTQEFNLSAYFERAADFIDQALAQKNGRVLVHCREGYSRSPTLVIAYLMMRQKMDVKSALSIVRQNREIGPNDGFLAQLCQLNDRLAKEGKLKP
* hit, by the source's call; i = inactive; ? = inconclusive; / = not tested or not shown; & = joins results of further samples. Cut-off read from the data, not from the text of the source, unless noted: active = inhibition above about 30%; inconclusive = no clear call, values can overlap the other calls; inactive = below that. The list is partial (hit frequency here may not be typical).

SMILES | 3CLpro inhibitor | Vc quorum ag | TcdB GH inh | CCHF vOTU inh | Anthrax LF inh2 | SSB-PriA inh | Yp Topo-I inh | PfHsp40 rescue | BoNT A protease | VHR inh abs
O=C(CN1CCCCCCC1)N/N=C/c1ccc(F)c(F)c1 | -4 | -0.2 | -2.2 | 4 | 0 | / | 2 | -0.3 | 1.0 | -17
O=[N+]([O-])c1ccc(Cl)c(/C=N/NC(=S)Nc2ccccc2)c1 | 1 | i | / | 0 | -4 | / | -5 | -0.8 | ? | 19
CCCOc1cccc(C(=O)Nc2cccc3ncccc23)c1 | 0 | 1.4 | -0.4 | -16 | 24 | -17 | 0 | 2.0 | -2.7 | 8
O=C1CCC2c3[nH]c4ccccc4c3CCN12 (stereo unspecified) | / | i | 1.5 | 4 | 5 | / | -1 | / | 0.1 | /
COC(=O)C1=C(c2ccccc2)C[C@@H]2CC[C@H]1N2C(=O)NCCO | / | -0.8 | 1.1 | 2 | -2 | -9 | 4 | 0.0 | 0.2 | /
O=C(Nc1nnc(COc2ccc(Cl)cc2)s1)C1CCCO1 (stereo unspecified) | 1 | 0.3 | / | -3 | 3 | -6 | 2 | 1.1 | 0.7 | 22
Cn1c(=O)c(C(=O)NCCc2ccc(Cl)cc2)c(O)c2ccccc21 | 1 | -0.1 | -0.2 | -4 | -20 | -41 | 4 | -0.2 | 1.3 | 59*
Cc1c(Cl)cccc1NC(=O)CNc1cccc(S(=O)(=O)N(C)C)c1 | -3 | -1.2 | / | 10 | -2 | -2 | 3 | -1.2 | -0.3 | 11
CN(Cc1ccccc1)C(=O)COC(=O)c1cc(NS(=O)(=O)c2cccs2)ccc1O | 4 | -0.4 | 1.8 | 5 | -6 | -3 | 17 | 3.0 | -0.3 | 33
COc1ccc(CNC(=O)C(=O)NCC2OCCN2S(=O)(=O)c2cccs2)cc1 (stereo unspecified) | -4 | -0.4 | -0.5 | 16 | -6 | -3 | -1 | -0.3 | -0.9 | -7
Cn1c(SCC(=O)Nc2ccccc2C(F)(F)F)nc2c(c1=O)SCC2 | -1 | 0.1 | 0.0 | 5 | 0 | -16&-2 | -12 | -0.4 | -3.0 | 10
CCN(CC)CCNC(=O)c1ccc(NC(=O)Cc2ccc(OC)c(S(=O)(=O)N3CCOCC3)c2)cc1 | / | i | 0.1 | 5 | -5 | 5 | -8 | -0.9 | 0.4 | /
NC(=S)NCc1cccnc1 | -5 | -0.3 | 0.8 | 9 | -2 | -22 | 2 | -0.9 | 0.5 | 17
C/C(=C\c1ccccc1F)C(=O)c1c(C)cc(C)[nH]c1=O | -1 | 1.0 | 1.8 | 13 | -1 | -2 | -5 | -0.3 | -1.3 | /
CCOC(=O)C(Cc1c[nH]c2ccccc12)NC(=O)c1ccccc1Br (stereo unspecified) | 0 | i | 0.5 | 3 | -6 | -6 | -1 | -1.3 | 0.4 | 16
Cc1cccc2sc(NNC(=O)C3COc4ccccc4O3)nc12 (stereo unspecified) | 1 | -0.1 | -1.2 | 7 | -4 | 2 | -4 | -0.5 | 0.6 | -11
O=C(CSc1ncc(-c2ccccc2)nn1)NCc1ccco1 | -6 | i | / | -12 | 6 | -5 | 2 | 2.3 | 1.5 | 13
CCOC(=O)C1CCCN(c2c(NCCc3ccccc3)c(=O)c2=O)C1 (stereo unspecified) | 3 | i | -0.4 | -8 | -4 | -8 | 3 | -1.4 | -0.3 | -2
Cn1c(=O)c2c(ncn2CC(O)CNc2ccc(F)cc2)n(C)c1=O (stereo unspecified) | 7 | -0.9 | -0.5 | -13 | -3 | -6 | 3 | 0.3 | -0.1 | 36
Cc1cnc(NC(=O)c2ccc3c(c2)OCCO3)s1 | / | -0.5 | 0.0 | -3 | 2 | -9 | 1 | 0.1 | 0.2 | /
CCN(CC)CCNC(=O)c1ccc(Cl)c(S(=O)(=O)Nc2ccccc2OC)c1 | 5 | i | / | -2 | -2 | -15 | -6 | -0.7 | 0.2 | 34
O=C1CCCc2c1cc(C(=O)NCCCN1CCOCC1)c(=O)n2-c1ccc(Cl)cc1 | -7 | i | 2.8 | 1 | -9 | 1 | 12 | -1.5 | -0.6 | 3
Cc1nc(C)c(C(=O)N(c2ccccc2F)C(C(=O)NCC2CCCO2)c2ccccc2)s1 (stereo unspecified) | -6 | -0.2 | 1.9 | -2 | 0 | -9 | 17 | 13 | -2.3 | 54*
O=S(=O)(c1ccc(NCc2ccc(F)cc2)nc1)N1CCCC1 | 3 | -0.3 | 4.0 | -11 | -5 | -2 | -3 | -1.6 | -0.5 | 6
CCCOC(=O)CSC1=C(C#N)C(c2ccccc2OCC)C(C#N)C(=O)N1 (stereo unspecified) | 3 | i | / | 1 | 0 | 6 | 1 | 3.3 | 1.8 | 18

Later entries:
SMILES | 3CLpro inhibitor | Vc quorum ag | TcdB GH inh | CCHF vOTU inh | Anthrax LF inh2 | SSB-PriA inh | Yp Topo-I inh | PfHsp40 rescue | BoNT A protease | VHR inh abs
Cc1ccc(C)c(COc2coc(CN3CCN(C(=O)c4ccco4)CC3)cc2=O)c1 | / | i | 0.8 | 4 | ? | 3 | 14 | -0.9 | ? | /
CCOC(=O)Cn1cnc2c(nnn2Cc2ccc(Cl)cc2)c1=O | -3 | -0.4 | / | -16 | -4 | -1 | 5 | -0.2 | -0.5 | 22
COc1ccc(S(=O)(=O)N2c3ccccc3OCC2c2ccccc2)cc1 (stereo unspecified) | -1 | i | / | 1 | 0 | -24 | -6 | 3.0 | 0.2 | 22
CC1(c2ccc3ccccc3c2)NC(=O)N(CC(=O)N2CCN(c3ccccc3O)CC2)C1=O (stereo unspecified) | -1 | i | 0.3 | 8 | -3 | -2 | 20 | -0.9 | 0.6 | 6
Nc1ccc(/C=C/C(=O)c2ccco2)cc1 | -2 | -0.2 | 0.9 | 2 | -1 | -9 | -4 | 0.8 | 1.7 | 1
CCc1cc(=O)oc2cc(OC(C)C(=O)NCC3CCC(C(=O)O)CC3)c(Cl)cc12 (stereo unspecified) | -2 | -0.3 | 0.4 | 5 | -4 | 0 | 2 | -1.1 | -0.3 | 5
COc1cccc(/C=N/NC(=S)Nc2cccc(C(=O)O)c2)c1O | -2 | -0.2 | -6.3 | 9 | -1 | / | 1 | -1.1 | -0.2 | 20
CCOC(=O)c1c(C)[nH]c(C(=O)COC(=O)C(C)Oc2ccc(Cl)cc2Cl)c1C (stereo unspecified) | -1 | -0.6 | 0.3 | 8 | -7 | 6 | 0 | 0.8 | -0.3 | 34
CC(C)N1CCC(C)(C(=O)Nc2cc(-c3ccccc3)nn2C)C1 (stereo unspecified) | / | -0.4 | 1.3 | -7 | 5 | / | -3 | / | 0.2 | /
CNC(=O)/C(C#N)=C/c1cn(CC(=O)NCc2ccco2)c2ccccc12 | -3 | -3.3 | -0.5 | -1 | -3 | 5 | -1 | -0.7 | -0.7 | 5
COc1ccc(C2CC(c3ccccc3)=NN2C(=O)COC(=O)c2ccc(Cl)nc2)cc1 (stereo unspecified) | -2 | -0.2 | / | 7 | -1 | 3 | -2 | -1.6 | 1.1 | -17
CSc1ncc(/C=C2/C(=O)NC(=O)N(C3CCCCC3)C2=O)cn1 | -4 | -5.0 | / | 4 | -1 | -6 | -6 | 0.1 | -0.4 | 17
CCC1(CC)NC(=O)NC1=O | 2 | / | / | -4 | 1 | -18 | -5 | 16 | -0.3 | 2
COC(=O)[C@H](C)NC(=O)Nc1ccc(OC)cc1OC | 0 | / | / | -11 | 4 | -8 | 1 | -1.3 | -0.1 | 18
COC(=O)c1cc(NC(=O)c2ccc([N+](=O)[O-])cc2)c(=O)oc1C | 3 | -0.2 | 0.3 | -3 | -1 | -3 | 3 | -1.2 | -0.1 | 18
Cc1cccc(Cn2cnc3c(nnn3Cc3ccc(F)cc3)c2=O)c1 | -1 | i | / | -8 | 1 | -2 | 7 | -0.2 | 0.9 | 41
CN1CCN(C(=O)CC23CC4CC(CC(C4)C2)C3)CC1 | -4 | -6.2 | / | -5 | 1 | -11 | 6 | 0.9 | 0.9 | 4
CCOC(=O)c1[nH]c(C)c(C(=O)NC(C)CC)c1C (stereo unspecified) | -3 | -0.2 | 1.2 | -1 | 1 | 1 | 5 | -1.0 | -0.4 | 12
CC(Oc1ccc(-c2ccccc2)cc1)C(=O)N1CCOCC1 (stereo unspecified) | 1 | -1.1 | / | -9 | 4 | -16 | 0 | -1.0 | 0.7 | -4
Cn1cccc1-c1nc2ccccc2n1C | -2 | -0.8 | -0.6 | -10 | -1 | 17 | 3 | -0.7 | -0.9 | 18
Cc1cccc(C)c1NC(=O)CN(C)CC(=O)Nc1ccc(F)c(Cl)c1 | 4 | -2.0 | 0.7 | 3 | -6 | -11 | -3 | 0.3 | -1.0 | 13
CCN(C(=O)CSc1nc(-c2ccccc2)c(-c2ccccc2)[nH]1)C1CCS(=O)(=O)C1 (stereo unspecified) | -2 | -5.3 | / | 2 | -1 | 10 | 25 | 0.7 | -1.0 | 9
Cc1noc(NS(=O)(=O)c2ccc(NS(=O)(=O)c3ccc(Cl)cc3)cc2)c1C | / | 15 | 1.6 | 1 | 0 | -6 | -4 | -0.7 | -0.5 | /
CCc1ccc(NC(=O)CN(c2cccc(C)c2)S(C)(=O)=O)cc1 | 2 | -0.1 | 1.8 | -6 | -2 | -7 | -10 | 1.6 | -1.3 | -5
Brc1ccc(CSc2nnc(-c3cnccn3)n2Cc2ccco2)cc1 | -1 | -12 | 2.6 | 8 | -2 | 7 | -9 | -0.5 | -0.4 | 10

Compound profiles, as listed above:
`COc1cccc(/C=N/NC(=S)Nc2cccc(C(=O)O)c2)c1O` in the list: 3CLpro inhibitor = -2; Vc quorum ag = -0.2; TcdB GH inh = -6.3; CCHF vOTU inh = 9; Anthrax LF inh2 = -1; SSB-PriA inh = /; Yp Topo-I inh = 1; PfHsp40 rescue = -1.1; BoNT A protease = -0.2; VHR inh abs = 20
`COc1ccc(C2CC(c3ccccc3)=NN2C(=O)COC(=O)c2ccc(Cl)nc2)cc1` (stereo unspecified) in the list: 3CLpro inhibitor = -2; Vc quorum ag = -0.2; TcdB GH inh = /; CCHF vOTU inh = 7; Anthrax LF inh2 = -1; SSB-PriA inh = 3; Yp Topo-I inh = -2; PfHsp40 rescue = -1.6; BoNT A protease = 1.1; VHR inh abs = -17

Next part
SMILES | 3CLpro inhibitor | Vc quorum ag | TcdB GH inh | CCHF vOTU inh | Anthrax LF inh2 | SSB-PriA inh | Yp Topo-I inh | PfHsp40 rescue | BoNT A protease | VHR inh abs
CC1CC2C(C(O)CC3(C)C2CCC3(O)C(=O)CO)C2(C)C=CC(=O)C=C12 (stereo unspecified) | / | / | 0.3 | 5 | 4 | -7 | 8 | -0.4 | 0.2 | /
N#Cc1c(C(F)(F)F)cc(-c2ccccc2)nc1SCC(=O)N1CCOCC1 | 6 | -0.3 | / | 2 | ? | -2 | -3 | -0.7 | -1.0 | 17
CCC(=O)Nc1sccc1C(=O)OC | 0 | -0.9 | -0.4 | / | -8 | -17 | -8 | -0.2 | ? | -4
Nc1nc(NCC2CCCO2)nc(NCC2CCCO2)c1[N+](=O)[O-] (stereo unspecified) | -1 | -0.1 | / | -10 | 0 | -4 | 0 | -1.0 | 0.4 | 3
CCOC(=O)N1CCN(C(=O)CC(C)S(=O)(=O)c2cc3c(cc2C)NC(=O)CO3)CC1 (stereo unspecified) | 3 | -0.4 | 0.6 | -1 | 1 | -12 | -6 | -0.7 | 0.3 | 27
COc1ccc(/C=C/C(=O)NCCc2ccc(S(N)(=O)=O)cc2)cc1 | 0 | i | / | -6 | -3 | -16 | -11 | 1.1 | -0.4 | -1
COC(=O)c1ccc(C23CC4(C2)[C@H](CN(C)[C@@H]4c2ccccc2)C3c2ccc(C(F)(F)F)cc2)cc1 (stereo partly specified) | / | -0.6 | -0.3 | 7 | -8 | -2 | -5 | 1.8 | -0.4 | 22
COc1ccc(-n2c(SCC(=O)NNC(=O)c3ccc(C)cc3)nnc2-c2ccncc2)cc1 | 1 | -3.8 | / | -13 | -1 | -5 | 5 | -0.2 | -0.1 | 5
